Screens: PubChem, National Center for Advancing Translational Sciences (NCATS)
Lipid storage S3 – qHTS Assay for Lipid Storage Modulators in Drosophila S3 Cells. Drosophila S3 cells, BODIPY lipid droplet fluorescence, 18-24 h; cells fed with added oleic acid. hit rate 0.64% among 320,000. Potency in µM for hits, for the others lipid storage change, negative = inhibition, % at the top dose, mostly 46.1 µM; active means well fitted inhibition curve with a large enough effect in the signal ratio, with a control signal flat, not every such curve was filed as active; inconclusive means small, poorly fitted or top-dose-only effect, or effect the other way, or a change in a side signal; the % refers to the signal ratio
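Laser-scanning cytometry quantifies lipid droplet accumulation (500–530 nm total intensity; droplet/cell object ratio) in oleic acid-fed (400 uM added) Drosophila S3 cells treated with a concentration series. 20 uM Triacsin C defined 100% inhibition.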
Lipid storage S3 cell count max – further read-out of Lipid storage S3, marked with its call; cell number change, %; measured here: cell count max response;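 cells counted by Cell Tracker Red CMTPX staining in the red channel; peak over a dose series mostly up to 46.1 µM; percent activity relative to internal control wells on each plate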
The depositor's hits bear a star; i = inactive; ? = inconclusive; · = no result given. On the % scale 0 is the no-effect control and ±100 the full control effect; potency means the concentration at half of the fitted maximal effect. An excerpt, so the mix of outcomes need not match the whole.

SMILES | Lipid storage S3 | Lipid storage S3 cell count max
COc1ccc(NC(=O)c2nc[nH]c2C(=O)NCC(=O)OC(C)(C)C)cc1 | 4% | 4
CCOc1ccc(NC(=O)CN(c2cccc(C(F)(F)F)c2)S(C)(=O)=O)cc1 | 4% | 2
COCCNC(=O)c1nn2cccnc2c1Cl | i | 24
O=C(Nc1ccc(Cl)cc1F)C1CCN(S(=O)(=O)c2cccnc2)CC1 | ? | ·
Cc1ccccc1NC(=O)c1ccc2nc(N3CCOCC3)sc2c1 | ? | ·
CS(=O)(=O)Nc1ccc(C2=NN(C(=O)c3ccccc3)C(c3cccs3)C2)cc1 (stereo not drawn) | 5% | 10
O=C(CCCl)N1CCN(c2nc(-c3ccccc3)cs2)CC1 | ? | ·
Cc1nc([N+](=O)[O-])cn1CC(=O)NCCCO | 17% | ·
CC(=O)Nc1ccc(CN2CCN(c3cccc(C(F)(F)F)c3)CC2)cc1 | ? | ·
Oc1ccccc1/C=N/N1CCN(c2ccccn2)CC1 | ? | ·
O=S(=O)(c1ccccc1)N1CCC(n2nnc3cc(F)ccc32)CC1 | ? | ·
CSc1nn2c(C)c(C)c(C)nc2c1C#N | 21% | -6
COc1ccccc1-c1cc(-c2ccc(C)cc2)nc(SCc2nnc(-c3ccccc3)o2)c1C#N | ? | ·
COc1ccc2cc3c(nc2c1)OCC3 | i | 3
O=C(Nc1ccccc1N1CCCCC1)C1=COCCO1 | ? | ·
N#Cc1sc(C(N)=O)c(-c2ccccc2)c1-c1ccccc1 | ? | ·
CCNc1nc(NCC)nc(C(=O)OCCO)n1 | 5% | 1
COc1ccc2c(c1)C(c1ccc(Cl)cc1)NC(=O)C2 (stereo not drawn) | -7% | -5
CCOC(=O)c1c(NC(=O)c2nn(C)cc2[N+](=O)[O-])sc(C)c1C | ? | ·
CNc1oc(C)nc1S(=O)(=O)c1ccc(C)cc1 | -10% | -20
CC(C)CCNc1ncnc2c1cnn2Cc1ccccc1Cl | ? | ·
O=C1c2ccccc2C(Nc2ccc(S(=O)(=O)N3CCCCCC3)cc2)N1Cc1ccco1 (stereo not drawn) | 14% | 11
CC(C)(C)CN1CCNC(=O)C1CC(=O)NCCN1CCCc2ccccc21 (stereo not drawn) | -7% | 4
COc1ccccc1OCCC(=O)OCC(=O)NCc1ccccc1 | 7% | 2
O=C(Nc1ccc(-c2n[nH]c(=S)o2)cc1)c1ccccc1Cl | ? | ·
CN(c1cc(=O)n2ccccc2n1)C1CCCCC1 | ? | ·
Cn1c(=O)cc(NCc2ccccc2)[nH]c1=O | 15% | 4
Nc1c(S(=O)(=O)c2ccccc2)c2nc3ccccc3nc2n1CCN1CCOCC1 | 4% | 13
CCOC(=O)c1c(C)nn(-c2ccc(NC(=O)c3c(C)noc3C)cc2)c1C | i | ·
CN(C)/C=C/c1oc2ccc(O)cc2c1[N+](=O)[O-] | ? | ·
CCCn1c(=O)n(C)c(=O)c2c(SCC(=O)NCC(c3ccccc3)N(C)C)nc(CC(C)C)nc21 (stereo not drawn) | i | ·
Cc1cc([N+](=O)[O-])nn1CCCC(=O)Nc1ccc2c(c1)OCO2 | ? | ·
Nc1nc2ccccc2n1Cc1ccc(Cl)c(Cl)c1 | -10% | -12
CCOC(=O)NC(=O)/C(C=Nc1ccc(Cl)cc1)=C(\C)O | ? | ·
COc1cc(C(=O)OCc2nc3ccsc3c(=O)[nH]2)c([N+](=O)[O-])cc1OC | ? | ·
CC(=O)c1c(C)[nH]c(C(=O)OCC(=O)N2c3ccccc3NC(=O)C2(C)C)c1C | ? | ·
Cc1ccsc1C(=O)OCC(=O)c1ccc[nH]1 | ? | ·
Cc1c(Br)cc(C(=O)N2CCN(CCO)CC2)c(C)c1C | ? | ·
Cc1cc(C(=O)CSc2ccc(F)cc2)cc(C)c1OC(=S)N(C)C | -12% | -7
CCOc1ccc(NC(=O)Nc2cc(C)ccc2OC)cc1 | ? | ·

An excerpt of these results, with values under each structure.
Every second line gives: Lipid storage S3, Lipid storage S3 cell count max
CCOc1ccc(NC(=O)Nc2cc(C)ccc2OC)cc1
→ ?, ·
CC(C)(C)CN1CCNC(=O)C1CC(=O)NCCN1CCCc2ccccc21 (stereo not drawn)
→ -7%, 4

Later entries.
SMILES | Lipid storage S3 | Lipid storage S3 cell count max
COc1cccc(CSc2nc3nc(C)cc(C)n3n2)c1 | 6% | 11
CCOC(=O)C1=C(CNCCOc2ccc(OC)cc2)NC(=O)NC1c1ccc2c(c1)OCO2 (stereo not drawn) | ? | ·
CC(O)Cc1cn(CC(=O)N2CCNCC2)nn1 (stereo not drawn) | ? | ·
CCCCC1=CC2=C(c3ccco3)C(=O)C(C)(OC(=O)c3ccc(OC)cc3)C(=O)C2=CN1C(CO)CO (stereo not drawn) | 22% | 13
S=C1NCN(CCc2ccccc2)CN1Cc1ccccc1 | -3% | -2
C=C(C)C(C)(C#CCN1CCCC1)OC(C)=O (stereo not drawn) | ? | ·
CC(C)OC(=O)c1cc(NC(=O)c2nn(C)cc2Br)cc(C(=O)OC(C)C)c1 | ? | ·
O=C(COc1ccc(Cl)cc1)NCc1nnc(SCC(=O)NCCc2ccccc2)o1 | -12% | -2
Cc1nn(C(=O)C2CC2)c(C)c1Sc1ccc(Cl)cc1 | -1% | -9
COc1cc(-c2nnc(SCC(=O)c3cc(C)n(CC4CCCO4)c3C)o2)cc(OC)c1OC (stereo not drawn) | i | ·
CCOc1cc(/C=C2\CN(C)C/C(=C\c3ccc(O)c(OCC)c3)C2=O)ccc1O | ? | ·
COc1ccccc1C(=O)NNC(=O)c1ccccc1[N+](=O)[O-] | ? | ·
CN(CC(=O)Nc1ccccc1Cl)C(=O)CN1C(=O)NC(c2ccccc2)(c2ccccc2)C1=O | 3% | 7
Cc1ccc(C2=NCCn3c2c2ccccc2[n+]3[O-])cc1 | ? | ·
NCCCC[C@H]1CNC(=O)C(=O)N1CCc1cccc(F)c1 | 18% | 4
O=C(CN1C(=O)c2ccccc2S1(=O)=O)N1CCN(c2ccc(F)cc2)CC1 | ? | ·
O=C(O)COc1ccc(-c2nccc(-c3cccs3)n2)cc1 | ? | ·
COc1ccc2c(c1OC)C(=O)c1ccccc1C2=O | ? | ·
COc1cc(OC)cc(C(=O)OCCNC(=O)Cn2cnc3c2c(=O)n(C)c(=O)n3C)c1 | 5% | 7
O=C(CSc1nnc(NC(=O)c2ccc(F)cc2)s1)NC1CCCC1 | ? | ·
COCCCNC(=S)Nc1ccccc1C | ? | ·
COC(=O)c1sccc1NC(=S)Nc1cc(C)cc(C)c1 | 17% | 1
COc1cc(CNCc2cccs2)ccc1OCC(=O)NC(C)(C)C | 3% | 11
CCc1nc(SCc2ccc(OC)c(Br)c2)n[nH]1 | ? | ·
N#C/C(=C(/O)CN1CCOCC1)c1nc(-c2ccccc2)cs1 | 7% | 11
COc1ccc(CCNC(=O)CSc2nc3ccccc3o2)cc1 | ? | ·
COc1cccc(CNC(=O)COC(=O)c2nc(Cl)c(Cl)c(Cl)c2Cl)c1 | 15µM* | -29*
CCOC(CNC(=O)C(=O)Nc1cc2c3c(c1)CCN3C(=O)CC2)OCC | i | ·
C=CCS(=O)(=O)N1CCCC(N2CCN(c3ccccc3OC)CC2)C1 (stereo not drawn) | i | 0
COc1ccc(CN(CC(=O)NC2CCCC2)C(=O)CCC(=O)Nc2nc(C)cs2)cc1 | 4.6µM* | 3.0*
Cc1ccc(-c2csc(NC(=O)CSc3nc4ccccc4o3)n2)cc1 | ? | ·
CN(C)C(=O)CSc1nc2ccccc2n1CC(=O)N1CCN(c2ccccc2)CC1 | -9% | -9
Cc1ccc(NC(=S)NNC(=O)c2ccccc2O)c(C)c1 | i | ·
Cc1c(C(=O)Nc2ccc3c(c2)OCCO3)cnn1C | ? | ·
CCOC(=O)c1cc2c(C)n(-c3ccc(N(C)C)cc3)c(C)c2cc(C(=O)OCC)c1=O | ? | ·
O=C(CSc1nnc2c(n1)[nH]c1ccccc12)NC1CCCCC1 | ? | ·
O=c1[nH]cccc1-c1nc2ccccc2n1Cc1cccc(Cl)c1 | ? | ·
CC(C)N(Cc1cn(C)nc1-c1cccc(Cl)c1)CC1CCC(=O)N1 (stereo not drawn) | 5% | -2
CCCCCCNC(=O)CCNC(=O)c1cc(OC)c(OC)c(OC)c1 | ? | ·
Cc1cc(C)n2nc(SCC(=O)N3CCc4ccccc43)nc2n1 | ? | ·
O=C(COC(=O)c1ccc(Cl)c(S(=O)(=O)N2CCCC2)c1)NC1CCCCC1 | ? | ·
Cc1ccc(NC(=O)C23CCC(C)(C(=O)[C@H]2Br)C3(C)C)cc1 (stereo partly drawn) | ? | ·
CCN1CCN(C(=O)c2ccc(Cl)c(S(=O)(=O)N3CCOCC3)c2)CC1 | ? | ·
CN(C)/N=C/c1ccc(N2CCOCC2)cc1 | ? | ·
CCC(C)C(NC(N)=O)C(=O)NC1CCC(C)CC1 (stereo not drawn) | ? | ·
O=C1OC(OC2CCCCC2)(c2ccccc2)c2ccccc21 (stereo not drawn) | -9% | -7
CSCCCN1CC[C@@H](N2CCN(c3ccccc3F)CC2)[C@H](O)C1 | -12% | ·
COc1ccc(NC(=O)C2CCCCN2N)cc1OC (stereo not drawn) | 0% | -2
COCCNC(=O)CCc1nnc2ccc(N3CCC(C)CC3)nn12 | 0% | 13
Cc1ccc(S(=O)(=O)N2CCC(=O)N(C(COCc3ccc(Cl)cc3Cl)Cc3ccccc3)CC2)cc1 (stereo not drawn) | 16% | -2
Cc1cccc(C(=O)Nc2c3c(nn2C(C)(C)C)CS(=O)(=O)C3)c1 | i | ·
CCOC(=O)CN1CC23C=CC(O2)C(C(=O)Nc2ccc(OCC)cc2)C3C1=O (stereo not drawn) | 12% | 11
CCN(C1CCS(=O)(=O)C1)S(=O)(=O)c1cccs1 (stereo not drawn) | -6% | 4
CCN(CC)CCN(C(=O)c1ccc2c(c1)OCCO2)c1nc2c(Cl)cccc2s1 | ? | ·
O=C(CSC1=NS(=O)(=O)c2ccccc2N1)NCCc1ccccc1 | ? | ·
Cc1cc(C(=O)NC2CCCN(Cc3ccccc3F)C2)n[nH]1 (stereo not drawn) | ? | ·
CCN(C(=O)c1ccc(S(=O)(=O)N2CCCC2)cc1)C1CCS(=O)(=O)C1 (stereo not drawn) | ? | ·
Cc1ccc(C(C(=O)NC2CCCCC2)N(Cc2cccnc2)C(=O)C2COc3ccccc3O2)o1 (stereo not drawn) | ? | ·
O=C(CN1C(=O)CCSc2ccc(S(=O)(=O)N3CCOCC3)cc21)Nc1cccc(F)c1 | i | 4
O=C(NCc1ccccn1)C1CCC(=O)N1C1CCCCC1 (stereo not drawn) | ? | ·

(list continues)
SMILES | Lipid storage S3 | Lipid storage S3 cell count max
Cc1nn(C(C)C(=O)NC2CC2)c(=O)c2nn(-c3ccccc3)c(C)c12 (stereo not drawn) | ? | ·
CCCCCCn1c2c(c(=N)c3c1CCC3)CCC2 | ? | ·
CCCN(CCO)Cc1cccc(Oc2ccccc2)c1 | ? | ·
N#C/C=C(/N)c1ccc(Br)cc1 | ? | ·
CC(C)(C)C(=O)NNC(=O)c1cc(C(C)(C)C)nn1Cc1ccccc1 | ? | ·
CCSc1nc(C2CC2)cc(-c2cccs2)c1C#N | ? | ·
Cc1cc2cc(CNC(=O)Cc3ccc([N+](=O)[O-])cc3)ccc2n1C | ? | ·
Cc1cc(C)c2cc(C(c3nnnn3CC3CCCO3)N3CCN4CCCC4C3)c(=O)[nH]c2c1 (stereo not drawn) | 15% | -16
COc1ccc(-c2nnc(NC(=O)CSc3ccc(C)cc3)s2)cc1OC | ? | ·
CNC(=O)C(=O)N/N=C/c1ccc(Br)cc1 | ? | ·
CCOC(=O)c1c(NC(=O)C(NCCN(C)C)c2ccccc2)sc2c1CCCC2 (stereo not drawn) | i | 22
CCOc1ccccc1Nc1ccc(C(=O)O)cc1[N+](=O)[O-] | 11% | -2
Cn1c(=O)c(=O)n(C)c2cc(N3CCCC3)c(NS(=O)(=O)c3ccc(Cl)cc3)cc21 | ? | ·
CCCN1C(=O)c2cc(C(=O)Nc3ccccc3OC)ccc2C1Nc1ccccc1OC (stereo not drawn) | ? | ·
OCC#Cc1ncc(C(F)(F)F)cc1Cl | -9% | -17
Cc1cc(C)n(-c2ccc(C(=O)OCC(=O)NC(c3ccccc3)c3ccccc3)cc2)n1 | ? | ·
COc1ccc(N2CCCn3c2nc2c3c(=O)n(CCc3ccccc3)c(=O)n2C)cc1 | 10% | 1

Grouped by structure, the entries above with fluorine.
SMILES | Lipid storage S3 | Lipid storage S3 cell count max
CCOc1ccc(NC(=O)CN(c2cccc(C(F)(F)F)c2)S(C)(=O)=O)cc1 | 4% | 2
O=C(Nc1ccc(Cl)cc1F)C1CCN(S(=O)(=O)c2cccnc2)CC1 | ? | ·
CC(=O)Nc1ccc(CN2CCN(c3cccc(C(F)(F)F)c3)CC2)cc1 | ? | ·
O=S(=O)(c1ccccc1)N1CCC(n2nnc3cc(F)ccc32)CC1 | ? | ·
Cc1cc(C(=O)CSc2ccc(F)cc2)cc(C)c1OC(=S)N(C)C | -12% | -7
NCCCC[C@H]1CNC(=O)C(=O)N1CCc1cccc(F)c1 | 18% | 4
O=C(CN1C(=O)c2ccccc2S1(=O)=O)N1CCN(c2ccc(F)cc2)CC1 | ? | ·
O=C(CSc1nnc(NC(=O)c2ccc(F)cc2)s1)NC1CCCC1 | ? | ·
CSCCCN1CC[C@@H](N2CCN(c3ccccc3F)CC2)[C@H](O)C1 | -12% | ·
Cc1cc(C(=O)NC2CCCN(Cc3ccccc3F)C2)n[nH]1 (stereo not drawn) | ? | ·
O=C(CN1C(=O)CCSc2ccc(S(=O)(=O)N3CCOCC3)cc21)Nc1cccc(F)c1 | i | 4
OCC#Cc1ncc(C(F)(F)F)cc1Cl | -9% | -17
